# CHRM4 antagonist: human M4 muscarinic receptor antagonists, primary screen, CHO cells, Fluo-8 calcium fluorescence. Muscarinic acetylcholine receptor M4 (Homo sapiens), P08173. CHO-hM4 cells, ACh EC80. inhibition, % at 3 µM. actives 0.73% (n = 360,000). AID 624125, 2012;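 active = inhibition above its plate's cutoff, the mean inhibition of sample wells plus 3 SD, cut at about 27% in these data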;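 also: 0% = acetylcholine EC80 with DMSO and 100% = DMSO without agonist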
# Target sequence (P08173 whole entry, looked up): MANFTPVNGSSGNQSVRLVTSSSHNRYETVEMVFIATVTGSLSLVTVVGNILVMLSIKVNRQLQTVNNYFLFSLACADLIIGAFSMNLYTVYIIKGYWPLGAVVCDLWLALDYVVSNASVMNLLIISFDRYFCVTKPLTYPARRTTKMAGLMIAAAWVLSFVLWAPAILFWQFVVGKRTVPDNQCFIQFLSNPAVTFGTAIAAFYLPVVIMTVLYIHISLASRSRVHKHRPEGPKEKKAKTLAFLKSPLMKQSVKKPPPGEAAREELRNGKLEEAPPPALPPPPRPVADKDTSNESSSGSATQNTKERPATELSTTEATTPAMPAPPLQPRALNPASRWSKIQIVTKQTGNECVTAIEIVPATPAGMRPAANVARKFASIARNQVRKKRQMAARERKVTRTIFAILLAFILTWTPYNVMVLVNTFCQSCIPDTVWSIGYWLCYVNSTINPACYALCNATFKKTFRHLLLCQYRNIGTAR
# M5 PAM: human M5 muscarinic receptor positive allosteric modulators, primary screen, CHO-K1 cells, Fluo-8 calcium fluorescence; actives 0.3% (n = 360,000); activation, % at 3 µM; CHO-K1 hM5, ACh EC20 PAM; 0% = ACh EC20, 100% = ACh EC100; AID 624038, 2012;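 active = activation above the run cutoff, the mean activation of all test compounds plus 3 SD, cut at about 18% in these data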
#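 Probe or stimulus: acetylcholine, EC20 level; Assay system: human M5 receptor in CHO-K1 cells; Schedule: compound preincubation 140 s before EC20 acetylcholine addition; Technique: intracellular calcium via Fluo-8 fluorescence; Dosing: single-point, 3 µM nominal; Read-out basis: percent activation from peak-over-basal fluorescence ratio, scaled EC20-to-EC100 acetylcholine; Repeats: one well per compound, no replicates.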
# CHRM5 agonist: human M5 muscarinic receptor agonists, primary screen, CHO-K1 cells, Fluo-8 calcium fluorescence; Muscarinic acetylcholine receptor M5 (Homo sapiens), P08912; CHO-K1 hM5 cells; 0% DMSO wells, 100% maximal acetylcholine response; activation, % at 3 µM; AID 624037, 2012; actives 0.19% (n = 360,000);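 active = activation above the run's mean over test compounds plus 3 SD, cut at about 23% in these data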;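 also: signal is peak over basal fluorescence ratio across the kinetic read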
# TAAR1 agonist: human TAAR1 agonists, primary screen, Fluo-8 calcium fluorescence, CHO RD-HGA16 cells | AID 624467, 2012 | vehicle wells 0%, saturating PEA agonist 100% | Trace amine-associated receptor 1 (Homo sapiens), Q96RJ0 | activation, % at 3 µM | actives 0.99% (n = 360,000);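 active = activation above the mean activation of all test compounds in the run plus 3 SD, cut at about 38% in these data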
#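 Test system: RD-HGA16 (CHO) cells co-expressing Gα16 and hTAAR1 / Benchmarks: DMSO vehicle as 0%, PEA at EC100 as 100% / Repeats: no replicates (n 1) / Measure: % activation from peak over basal fluorescence ratio, DMSO-to-PEA scaled / Timing: 17-24 h plating, Fluo-8 75 min 37 °C, 30 min RT / Technique: kinetic Fluo-8 calcium fluorescence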
# M1 ag: human M1 muscarinic receptor agonists, primary screen, Fluo-8 calcium fluorescence, CHO-K1 cells, HTS; actives 0.33% (n = 360,000); CHO-K1 hM1, agonist mode; 0% DMSO, 100% acetylcholine EC100; activation, % at 3 µM; Muscarinic acetylcholine receptor M1 (Homo sapiens), P11229; AID 588814, 2011;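 active = activation above the run's mean compound activation plus 3 SD, cut at about 16% in these data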;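 also: peak over basal fluorescence ratio within a 140 s kinetic read after compound addition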
# Target sequence (P11229 whole entry, looked up): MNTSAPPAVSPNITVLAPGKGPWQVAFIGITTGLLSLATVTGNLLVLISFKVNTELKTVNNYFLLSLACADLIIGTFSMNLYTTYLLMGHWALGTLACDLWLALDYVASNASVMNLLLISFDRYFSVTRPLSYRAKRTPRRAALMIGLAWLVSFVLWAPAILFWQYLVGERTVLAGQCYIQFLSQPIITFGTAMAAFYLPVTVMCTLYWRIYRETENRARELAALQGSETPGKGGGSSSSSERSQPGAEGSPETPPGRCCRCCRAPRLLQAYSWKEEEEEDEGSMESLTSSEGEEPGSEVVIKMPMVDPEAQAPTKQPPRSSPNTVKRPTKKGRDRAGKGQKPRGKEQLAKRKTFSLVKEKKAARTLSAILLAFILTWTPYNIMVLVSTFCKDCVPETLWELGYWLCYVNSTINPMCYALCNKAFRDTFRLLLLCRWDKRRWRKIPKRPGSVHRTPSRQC
# M1 PAM: human M1 muscarinic receptor positive allosteric modulators, primary screen, CHO-K1 cells, Fluo-8 calcium fluorescence, 1536-well | AID 588819, 2011 | activation, % at 3 µM | actives 0.088% (n = 360,000) | Muscarinic acetylcholine receptor M1 (Homo sapiens), P11229 | CHO-K1 hM1, ACh EC20; 0% = ACh EC20, 100% = maximal ACh; in the data active = activation above about 19%, passing the limit was not always enough
# M5 antag: human M5 muscarinic receptor antagonists, primary screen, CHO cells, Fluo-8 calcium fluorescence; Muscarinic acetylcholine receptor M5 (Homo sapiens), P08912; CHO-hM5 cells, ACh EC80; inhibition, % at 3 µM; actives 0.59% (n = 360,000);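 active = inhibition above a per-plate cutoff, the mean of that plate's test compounds plus 3 SD, cut at about 27% in these data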;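 also: 0% = acetylcholine EC80 with DMSO and 100% = DMSO without agonist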
# M1 antag: human M1 muscarinic receptor antagonists, primary screen, CHO-K1 cells, Fluo-8 calcium fluorescence, 1536-well. actives 1.3% (n = 360,000). inhibition, % at 3 µM. Muscarinic acetylcholine receptor M1 (Homo sapiens), P11229. CHO-K1 hM1, ACh EC80 antagonist;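 active = percent inhibition above its own plate's cutoff, namely the mean of that plate's compound wells plus 3 SD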;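 also: peak over basal fluorescence ratio during 140 s after agonist addition; 0% = ACh EC80 plus DMSO and 100% = DMSO alone without agonist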
# M4 ag: human M4 muscarinic receptor agonists, primary screen, CHO-K1 cells, Fluo-8 calcium fluorescence. CHO-K1 hM4/Gqi5; vehicle 0%, full acetylcholine response 100%. Muscarinic acetylcholine receptor M4 (Homo sapiens), P08173. actives 0.14% (n = 360,000). activation, % at 3 µM;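 active = activation above the run mean over all test wells plus 3 SD, cut at about 32% in these data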;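 also: peak over basal fluorescence ratio per well then scaled between controls; 0% = DMSO wells and 100% = acetylcholine at EC100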
# Starred values were filed as active, the others as inactive; nt = no result given. An excerpt; count on the stated rates, not on these rows.
# Letters – A = CHRM4 antagonist; B = M5 PAM; C = CHRM5 agonist; D = TAAR1 agonist; E = M1 ag; F = M1 PAM; G = M5 antag; H = M1 antag; I = M4 ag
> CCOc1ccc(C(=O)Nc2ccccc2C(=O)O)cc1
  A: -3; B: 9; C: 3; D: -2; E: -5; F: 16; G: -9; H: -13; I: -1
> CCOC(=O)N1CCN(C2CCCN(C(=O)c3cccc(N(C)C)c3)C2)CC1 (stereo not drawn)
  A: 7; B: 13; C: 1; D: -1; E: -3; F: 5; G: -13; H: -9; I: 0
> Cc1cccc(NC(=S)NCc2ccncc2)c1C
  A: -3; B: 0; C: -1; D: 1; E: -4; F: 2; G: -1; H: -6; I: 0
> CCC(C)(C)n1nnnc1C(C(C)C)N1CCC(C(N)=O)CC1 (stereo not drawn)
  A: -12; B: 0; C: -1; D: 6; E: -2; F: 4; G: -12; H: -16; I: 1
> CCCCC1(C)Nc2ccccc2-c2nc3ccccc3n21 (stereo not drawn)
  A: -3; B: 2; C: -3; D: 13; E: -7; F: 0; G: -3; H: -4; I: 1
> O=C(CN1CCCC1)NCC12CC3CC(CC(C3)C1)C2
  A: -5; B: 1; C: -4; D: 8; E: -11; F: 8; G: 0; H: -15; I: 1
> Cc1ccc(-n2c(=O)c3sccc3n(Cc3cc(=O)n4cc(Cl)ccc4n3)c2=O)cc1F
  A: 14; B: 8; C: 1; D: 1; E: -5; F: -1; G: 3; H: -5; I: 0
> COc1cccc(OC)c1CC1SC(=O)NC1=O (stereo not drawn)
  A: 4; B: -1; C: -2; D: 5; E: -7; F: 12; G: 7; H: -12; I: 0
> COc1cc(CC(=O)N(C)CC(=O)Nc2cc(C)ccc2C)cc(OC)c1OC
  A: -4; B: 4; C: 0; D: 1; E: -3; F: 14; G: 7; H: -18; I: 0
> Cc1nc(C)c(C(=O)OCC(=O)Nc2ccc(C)c(C)c2)s1
  A: -12; B: -13; C: 4; D: 10; E: 1; F: -16; G: 5; H: 12; I: 12
> C=CCn1c(SCC(=O)NC(=O)Cc2ccccc2)nnc1-c1ccccc1F
  A: -5; B: 6; C: 4; D: 0; E: 1; F: 7; G: 7; H: -13; I: 0
> CN(C)C(=O)NC(NC(=S)Nc1ccccc1)C(Cl)(Cl)Cl (stereo not drawn)
  A: -9; B: 6; C: -5; D: 1; E: -5; F: 13; G: 8; H: -14; I: 3
> C=CCN(CC=C)CCOc1ccc(C)cc1[N+](=O)[O-]
  A: 1; B: -3; C: -6; D: 5; E: -9; F: 4; G: -3; H: 5; I: 1
> O=C(Cc1ccc(F)cc1)Nc1cccc(S(=O)(=O)N2CCCC2)c1
  A: -7; B: -2; C: 2; D: 7; E: -2; F: 5; G: -3; H: -11; I: 2
> c1cncc(-c2ccc3ncnc(NCc4ccc5c(c4)OCO5)c3c2)c1
  A: 8; B: -12; C: 1; D: 14; E: -3; F: -6; G: 10; H: -2; I: 3

# Next part.
# Letters – A = CHRM4 antagonist; B = M5 PAM; C = CHRM5 agonist; D = TAAR1 agonist; E = M1 ag; F = M1 PAM; G = M5 antag; H = M1 antag; I = M4 ag
> COc1ccc(OCC#CCN2CC(C)OC(C)C2)cc1 (stereo not drawn)
  A: -20; B: -3; C: -8; D: 11; E: -7; F: 6; G: 5; H: -11; I: 1
> CCN(CC)c1ccc(NC(=O)c2cccnc2)c(C)c1
  A: -4; B: 5; C: -1; D: 12; E: -3; F: 17; G: -5; H: -11; I: 1
> CCn1c(SCC(=O)NC(=O)NCc2ccco2)nnc1-c1cccs1
  A: -5; B: -7; C: -5; D: 7; E: -3; F: 7; G: 1; H: -15; I: 0
> CN(C)C(=O)c1ccc(NC(=O)c2cccc(S(=O)(=O)N3CCN(Cc4ccccc4)CC3)c2)cc1
  A: 3; B: -11; C: 5; D: 4; E: -3; F: -3; G: 18; H: 3; I: 12
> Cn1c2c(c(=O)n(C)c1=O)C(C(F)(F)F)(C(F)(F)F)N=C(CCC1CCCCC1)N2
  A: 6; B: -15; C: -4; D: 5; E: -5; F: -21; G: 15; H: 10; I: 5
> COc1ccc(-c2ccc(CN3C(C)C(=O)N(Cc4cn(CC5CCCCC5)nn4)CCS3(=O)=O)cc2)cc1 (stereo not drawn)
  A: -4; B: -1; C: -1; D: 4; E: -2; F: -11; G: 4; H: 21; I: 1
> CCCCN(C(=S)Nc1cccc(SC)c1)C1CCN(C(C)=O)CC1
  A: -2; B: 0; C: 1; D: 1; E: -1; F: 4; G: 10; H: -2; I: 3
> O=C(CSc1ccc(-c2ccc(F)cc2)nn1)N1CCCCC1
  A: -3; B: -4; C: -1; D: nt; E: -5; F: 8; G: 6; H: -6; I: 1
> CCOc1ccc(CCNC(=O)c2ccc(CNS(=O)(=O)c3ccccc3)cc2)cc1OCC
  A: 2; B: -14; C: 1; D: 4; E: -2; F: -6; G: 17; H: 4; I: 10
> CCC(=O)N1CCN(c2ccc(NC(=O)COc3ccccc3Cl)cc2)CC1
  A: -14; B: -10; C: 8; D: 21; E: 0; F: -5; G: 6; H: 1; I: 21
> CC(=O)N1c2ccccc2Sc2ccc3ccccc3c21
  A: -6; B: -3; C: -3; D: -1; E: -7; F: 2; G: 1; H: -7; I: 1
> O=C(Nc1nnc([C@@H]2C[C@H](O)[C@@H](CO)O2)s1)c1cccc2ccccc12
  A: 4; B: 0; C: 1; D: 2; E: -3; F: -5; G: -8; H: 10; I: 0
> O=C(CN1C(=O)C2CC=C(Cl)CC2C1=O)N1CCOCC1 (stereo not drawn)
  A: -4; B: -3; C: -1; D: 8; E: 0; F: 2; G: -4; H: -26; I: 1
> O=C(CN1CCOc2ccccc21)N1CCCC1
  A: -7; B: 0; C: 0; D: 0; E: -1; F: 5; G: -2; H: -13; I: 0
> O=C(c1c(F)cccc1F)N1CCN(c2ccccc2F)CC1
  A: -4; B: -2; C: -2; D: 9; E: 0; F: -4; G: -19; H: -4; I: 0

# A different layout for part of the listing above:
# Values run as follows: CHRM4 antagonist	M5 PAM	CHRM5 agonist	TAAR1 agonist	M1 ag	M1 PAM	M5 antag	M1 antag	M4 ag
O=C(CSc1ccc(-c2ccc(F)cc2)nn1)N1CCCCC1
  -3	-4	-1	nt	-5	8	6	-6	1
CCOc1ccc(CCNC(=O)c2ccc(CNS(=O)(=O)c3ccccc3)cc2)cc1OCC
  2	-14	1	4	-2	-6	17	4	10
CCC(=O)N1CCN(c2ccc(NC(=O)COc3ccccc3Cl)cc2)CC1
  -14	-10	8	21	0	-5	6	1	21
CC(=O)N1c2ccccc2Sc2ccc3ccccc3c21
  -6	-3	-3	-1	-7	2	1	-7	1
O=C(Nc1nnc([C@@H]2C[C@H](O)[C@@H](CO)O2)s1)c1cccc2ccccc12
  4	0	1	2	-3	-5	-8	10	0
O=C(CN1C(=O)C2CC=C(Cl)CC2C1=O)N1CCOCC1 (stereo not drawn)
  -4	-3	-1	8	0	2	-4	-26	1
O=C(CN1CCOc2ccccc21)N1CCCC1
  -7	0	0	0	-1	5	-2	-13	0
O=C(c1c(F)cccc1F)N1CCN(c2ccccc2F)CC1
  -4	-2	-2	9	0	-4	-19	-4	0

# (list continues)
# Letters – A = CHRM4 antagonist; B = M5 PAM; C = CHRM5 agonist; D = TAAR1 agonist; E = M1 ag; F = M1 PAM; G = M5 antag; H = M1 antag; I = M4 ag
> CCOC(=O)[C@]12CCC=C1N(Cc1ccc(Cl)cc1Cl)C(=O)[C@H](CC(=O)N1CCCCC1)C2
  A: -22; B: -2; C: -5; D: -2; E: nt; F: nt; G: -5; H: nt; I: -1
> CCn1cc([N+](=O)[O-])c(C(=O)Nc2cc(C)on2)n1
  A: -18; B: 0; C: -2; D: 15; E: -3; F: -1; G: -12; H: -17; I: 3
> COc1cccc(OC)c1C(=O)Nc1sc2c(c1C(N)=O)CCCC2
  A: 7; B: 2; C: -1; D: -2; E: 2; F: 9; G: 0; H: -15; I: 0
> COc1ccc(NC(=O)c2cc(S(=O)(=O)N3CCCCC3)ccc2OC)cc1
  A: -10; B: -6; C: -4; D: 1; E: -2; F: 11; G: 14; H: -12; I: 3
> CC(C)[C@H](NC(=O)C1(c2ccccc2)CCN(C(=O)OC(C)(C)C)CC1)C(=O)O
  A: -9; B: 8; C: 4; D: 10; E: -2; F: 2; G: -5; H: 4; I: 1
> Nc1ccc(Cc2nc3c(ccc4ccccc43)[nH]2)cc1
  A: 0; B: 1; C: 3; D: 6; E: -2; F: -1; G: 5; H: -2; I: 3
> COc1ccc(N2CCN(C(=O)C(=O)c3c(C)n(C)c4ccccc34)CC2)cc1
  A: -7; B: -2; C: 2; D: 1; E: -1; F: 5; G: 9; H: -1; I: 1
> Cc1nc2ccccn2c1C(=O)/C=C/c1cccc([N+](=O)[O-])c1
  A: 2; B: 3; C: 0; D: 1; E: -4; F: -3; G: -9; H: -6; I: 1
> COc1ccc(NC(=O)N(CCc2ccccc2)Cc2cc3c(C)cc(C)cc3[nH]c2=O)cc1
  A: 7; B: -8; C: -4; D: 5; E: -6; F: -8; G: 5; H: 7; I: -3
> C#CCNC(=O)C1=C[C@@H](C2CCCCC2)C[C@@H](OCc2ccc(CO)cc2)O1
  A: 6; B: 0; C: 4; D: 14; E: -4; F: 6; G: 3; H: -2; I: 7
> c1ccc2[nH]c(CN3CCOCC3)nc2c1
  A: -8; B: -3; C: 1; D: 3; E: -2; F: 8; G: -2; H: -5; I: 3
> Cc1ccc(Cn2cc(CN3CC(N4CCN(CCO)CC4)CS3(=O)=O)nn2)cc1 (stereo not drawn)
  A: -8; B: -2; C: -1; D: 3; E: nt; F: nt; G: -2; H: nt; I: 0
> CN(CCc1ccccc1)C(c1ccnc2ccccc12)c1nnnn1-c1ccc2c(c1)OCCO2 (stereo not drawn)
  A: 4; B: -18; C: -2; D: 37; E: nt; F: nt; G: 5; H: nt; I: 1
> Cc1ccc(Nc2nc(C)nc3c2oc2ccccc23)cc1
  A: -13; B: 5; C: -15; D: -3; E: -7; F: 17; G: 5; H: -19; I: -2
> O=C(CSc1ncnc2c1oc1ccccc12)N1CCN(c2ccccc2)CC1
  A: -5; B: 7; C: 0; D: 9; E: -4; F: 7; G: -9; H: -5; I: 2
